DRD3 antagonist: D3 dopamine receptor (human) antagonism | P35462 | D3R cells, DiscoveRx beta-arrestin luminescence, antagonist mode; hits give low values | max response, negative = inhibition, % | 360,000 tested, 2.5% active; in the data active = max response below about -50%; inconclusive = no clear call, values can overlap the other calls; also: % is scaled to controls: 0 for no effect and ±100 for the full control effect; mostly tested at two doses, the higher about 12 µM
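Cells expressing the human receptor were seeded at 1500 cells/well, incubated overnight at 37 degrees C in 5% CO2, then exposed to library compounds with dopamine controls for 90 minutes at 37 degrees C before luminescent detection.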
EPAC2 agonist: agonists of human EPAC2 (RAPGEF4) | EPAC2 activation, biochemical qHTS; response scale: 100% = 6.5 mM cAMP response | Potency, µM (series often up to 154 µM), for inactives: at the highest dose activation, hits mostly activators | 360,000 tested, 0.079% active; also: potency is read from the fitted curve at half-maximal effect; nearly all actives have a fitted effect of over 50% in size
Target sequence (Q8WZA2 whole entry, looked up): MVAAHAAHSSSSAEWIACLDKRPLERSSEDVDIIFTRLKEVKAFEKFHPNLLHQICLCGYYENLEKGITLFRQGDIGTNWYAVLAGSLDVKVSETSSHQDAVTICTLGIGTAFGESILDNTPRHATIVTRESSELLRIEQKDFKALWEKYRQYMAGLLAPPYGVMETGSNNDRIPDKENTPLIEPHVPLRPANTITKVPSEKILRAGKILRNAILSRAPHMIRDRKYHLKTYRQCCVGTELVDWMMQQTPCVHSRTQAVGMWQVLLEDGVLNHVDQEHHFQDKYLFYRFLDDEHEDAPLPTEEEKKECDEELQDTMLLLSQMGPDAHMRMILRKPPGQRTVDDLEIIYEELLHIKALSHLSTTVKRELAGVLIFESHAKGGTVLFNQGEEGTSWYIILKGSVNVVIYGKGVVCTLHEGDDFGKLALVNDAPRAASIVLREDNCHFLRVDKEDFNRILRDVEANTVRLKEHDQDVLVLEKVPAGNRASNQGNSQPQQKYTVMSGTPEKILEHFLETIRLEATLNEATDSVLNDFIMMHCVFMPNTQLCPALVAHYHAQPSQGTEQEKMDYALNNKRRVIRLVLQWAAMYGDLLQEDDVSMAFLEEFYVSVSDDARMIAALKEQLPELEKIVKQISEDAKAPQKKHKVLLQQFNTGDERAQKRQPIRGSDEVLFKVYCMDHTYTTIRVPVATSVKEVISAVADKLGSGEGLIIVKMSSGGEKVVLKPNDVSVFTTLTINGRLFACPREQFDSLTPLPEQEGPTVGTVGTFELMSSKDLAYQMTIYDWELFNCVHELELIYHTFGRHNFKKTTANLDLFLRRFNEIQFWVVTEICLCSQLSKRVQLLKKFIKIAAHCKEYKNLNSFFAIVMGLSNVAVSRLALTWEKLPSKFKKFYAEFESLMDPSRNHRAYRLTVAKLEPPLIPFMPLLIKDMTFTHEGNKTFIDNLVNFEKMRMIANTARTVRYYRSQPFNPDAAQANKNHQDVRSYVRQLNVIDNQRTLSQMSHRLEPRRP
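EPAC2 (100 nM) mixed with Rap1B loaded with BODIPY-GDP (250 nM) plus 50 uM unlabeled GDP; compounds pinned in, 5 min RT, then read every 5 min for 30 min (ex 480, em 540 nm). Normalized to cAMP control.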
CCT modulator: modulators of cytosolic chaperonin (CCT/TRiC) activity | purified chaperonin ATPase assay, HTRF ADP detection, 30 min | activity change, % (no concentration beside the values), hits read low | 360,000 tested, 0.3% active; in the data active = activity change below about -30%; also: % is scaled to controls: 0 for no effect and ±100 for the full control effect
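TRiC (40 or 20 nM final, by batch activity) in 30 mM Tris pH 7.4, 100 mM KCl, 5 mM MgCl2, 1 mM DTT was treated with compound at 76 uM single dose, then 10 uM ATP, 30 min at 37 °C. ADP was read by HTRF Transcreener.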
EPAC2 antagonist: antagonists of human EPAC2; EPAC2 GEF exchange of Rap1B-BODIPY-GDP, fluorescence; Potency, µM (top dose mostly 114 µM), for inactives: at the top dose activity, negative = inhibition, actives largely listed as inhibitors; 360,000 tested, 0.18% active; also: potency is read from the fitted curve at half-maximal effect; % is scaled to controls: 0 for no effect and ±100 for the full control effect; nearly all actives have a fitted effect of over 45% in size; many of its hits are not listed in these tables
PTHR1 ag: PTHR1 (human) receptor agonism. Q03431. HEK293 GP2 PTHR1 cells, GloSensor cAMP luminescence, 1 h. Potency, µM (top dose mostly 115 µM), inactives show at the highest dose activation, most hits filed as activators. 410,000 tested, 0.075% active. AID 743266; also: potency is read from the fitted curve at half-maximal effect; nearly all actives have a fitted effect of over 55% in size; some results filed as inactive show a strong effect at the top dose; inactives centre near -15; many of its hits are not listed in these tables
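HEK-293-derived GP2 cells expressing PTHR1 and a GloSensor cAMP reporter, 3,000/well, plated overnight, given luciferin plus IBMX (each 0.5 mM as added) for 1 h at 37 °C, then compound for 1 h at 37 °C. Luminescence was read after 15 min at room temperature.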
D3 ag: D3 dopamine receptor (human) agonism. P35462. D3R DiscoveRx beta-arrestin cells, luminescence, 90 min. max activation, %. 410,000 tested, 0.58% active; in the data active = max activation above about 30%; also: 0% is about no effect; mostly tested at two doses, the higher about 12 µM
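Cells at 1500/well, incubated overnight, then treated with pinned compounds (dopamine as control) for 90 min at 37 degrees C. DiscoveRx reagent added for 30 - 60 minutes at room temperature; luminescence read.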
Akt phos inh: Akt phosphorylation inhibition; Neuro2A IGF-stimulated pAkt S473 HTRF, 20 min; hits give low values; activity change, % for hits at 50 µM; 360,000 tested, 0.32% active; AID 651550; in the data active = activity change below about -80%; inconclusive = mostly about -51% to -80%; also: % is scaled to controls: 0 for no effect and ±100 for the full control effect
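Single-point screen (50 µM final compound) in Neuro2A cells stimulated 20 min with 6 nM IGF at 37 deg C. After lysis, Ser473-phosphorylated Akt read by HTRF (ex 330 nm, em 615/665 nm) as the 665/615 ratio.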
Mm-Cpn inhibitor: blocks the Methanococcus maripaludis chaperonin Mm-Cpn | 330,000 tested, 0.031% active | purified Mm-Cpn ATPase, ADP Transcreener TR-FRET | Potency, µM (top dose mostly 76.9 µM), for the others: at the top dose activity, negative = inhibition, most hits filed as inhibitors; also: potency is read from the fitted curve at half-maximal effect; % is scaled to controls: 0 for no effect and ±100 for the full control effect; nearly all actives have a fitted effect of over 80% in size
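Quantitative HTS used 25 nM Mm-CPN and 10 uM ATP in magnesium/KCl Tris buffer, pH 7.4, with 1 mM DTT. Hydrolysis ran 30 min at 37°C; ADP was read by HTRF.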
* marks the source's active call; other numbers are inactive results; i = inactive; ? = inconclusive; / = not tested or not shown; & = joins results of further samples; [ ] = another dose, or the depositor's remark. Unless noted, calls follow the shape of the dose curve; as a rule, active = well fitted curve in the direction sought with a large enough effect; inconclusive = small, poorly fitted or top-dose-only effect, or another doubt; inactive = no such curve, though single readings can be large; an effect the other way counts as inactive or inconclusive.

SMILES	DRD3 antagonist	EPAC2 agonist	CCT modulator	EPAC2 antagonist	PTHR1 ag	D3 ag	Akt phos inh	Mm-Cpn inhibitor
O=S1(=O)CCC(SCc2nc3sccn3c2Br)C1 (centres undefined)	-16	9%	-0.6	4%	-24%[57.5 µM]	-5	i	0%
COCCN(C(=O)COC(=O)c1c(C)nn(-c2ccccc2)c1C)c1c(N)n(Cc2ccccc2)c(=O)[nH]c1=O	20	4%	-2.4	-4%	i	3	i	/
C/C(=C\c1ccccc1)C(=O)n1nnc2ccccc21	32	3%	-1.0	7%	?	0	/	2%
Cc1cc(N/N=C/c2ccccc2F)nc(NCc2ccccc2)n1	-3	9%	1.9	5%	13%	-1	i	2%
C[C@]12CC[C@H](O)CC1=CCC1C2CC[C@@]2(C)C1CC[C@@H]2NCc1ccccc1 (some centres undefined)	0	15%	-1.0	-5%	-13%	-9	i	/
CN(Cc1ccccc1)C(=O)CCS(=O)(=O)c1ccc2c(c1)oc(=O)n2C	-9	4%	-8.5	3%	-19%	6&1	i	2%
CCn1cc(C(=O)O)c(=O)c2cc(F)c(N/N=C/c3ccccc3)cc21	9	0%	-4.1	0%	-8%	5	i	2%
CCOC(=O)c1cnc(SCC(=O)OCC(=O)N(CC)C2CCS(=O)(=O)C2)nc1N (centres undefined)	-8	3%	-3.2	2%	-18%	-15	i	0%
O=C(CC[C@H]1O[C@@H](n2ccc(=O)[nH]c2=O)[C@H](O)[C@@H]1O)NCCCc1ccccc1	6	-17%	0.9	?	6%	3	i	/
O=C(COc1ccccc1Cl)NCCNC(=O)c1ccccn1	12	12%	-1.7	3%	i	7	i	1%
COC(C(=O)Nc1ccc(C(C)=O)cc1)c1ccccc1 (centres undefined)	-9	1%	0.7	1%	i	-1	i	2%
CN(Cc1ccccc1)C(=O)COC(=O)CCC(=O)c1ccc(F)cc1	17	-2%	0.5	-1%	i	17	i	3%
Cc1ccc(Sc2nc(C)c([N+](=O)[O-])c(C)c2C#N)cc1	1	14%	0.4	?	-13%	2	i	0%
CC(C)(C)N=C1SCC(C)(/C=N/O)S1 (centres undefined)	3	6%	-0.4	4%	i	1	i	2%
O=C(O)c1ccc(N/N=C/C=C/c2ccc([N+](=O)[O-])o2)cc1	-53*	-18%	-0.5	?	-12%	-12	i	-16%
Fc1ccc(NC(=S)NC2CC3CCC(C2)N3Cc2ccco2)cc1 (centres undefined)	-24	6%	0.5	1%	i	-27	i	-1%
CCc1nnc(NC(=O)CN2CCC(O)(c3ccccc3OC)CC2)s1	12	1%	-2.4	6%	i	6	i	1%
Cn1c(=O)c2c(nc(CN3CCN(c4cccc(Cl)c4)CC3)n2CCc2ccccc2)n(C)c1=O	17	10%	2.1	11%	i	-10	i	/
O=c1c2[nH]c3ccc(F)cc3c2ncn1CCN1CCOCC1	-12	7%	2.0	-1%	-2%[57.5 µM]	6	i	-2%
CC1(C)OC(=O)C=C[C@]2(C)[C@H]3CC[C@@]4(C)[C@H](c5ccoc5)OC(=O)[C@H]5O[C@]54[C@]3(C)C(=O)C[C@@H]12	13	2%	1.1	3%	i	-3	i	2%
CCNC(=O)C1(C)CCCN(C(=O)c2nc(C)oc2C)C1 (centres undefined)	?	5%	-2.0	19%	?	-6	/	/
Cc1ccc(OCC(=O)N2CCN(C3=NS(=O)(=O)c4ccccc43)CC2)cc1	9	13%	-2.8	-6%	i	1	i	2%
COC(=O)[C@]1(C)N[C@H](CN(C)S(=O)(=O)c2ccccc2)[C@@H]2C(=O)N(C)C(=O)[C@@H]21	-10	-1%	-0.5	2%	-2%	3	i	-1%
CN1CCN(CCCC(=O)c2ccc(C3CCCC3)cc2)CC1	-55*	10%	0.1	-9%	-15%	-42	i	-1%
O=C(Nc1ccccc1F)N(Cc1ccc(F)cc1)Cc1nc2ccccc2c(=O)[nH]1	-14	5%	-2.9	-5%	i	-4	i	0%
COc1ccc(C(=O)NNC(=O)C(=O)/C=C(\O)c2ccc(C)cc2)cc1	6	3%	0.4	3%	-2%	3	i	0%
COCCCn1cc(CN2CC(N3CCN(C)CC3)CS2(=O)=O)nn1 (centres undefined)	-16	8%	-0.4	6%	i	5	i	/
O=C(O)c1cc([N+](=O)[O-])ccc1NCCO	-10	-3%	1.1	-8%	-1%	4	i	0%
O=C(CSC1=NCCN1)NC1CCCCCC1	-26	-5%	0.1	2%	i	0	i	1%
CC(C)(C(=O)c1ccccc1)/[N+]([O-])=C/c1ccc(F)cc1	3	6%	-2.3	4%	i	-19	i	/
Cc1cccc(N2O[C@H]3C=CC2CCCC3)n1	5	-7%	1.2	-11%	-4%	17	i	-2%
COc1ccccc1NC(=O)N1C2CCCC1CC(NC(=O)c1ccccc1)C2 (centres undefined)	-1	5%	-0.9	6%	i	-5	i	-8%
O=C(CCC(=O)Nc1ccc(Cl)cc1Cl)NNC(=O)Nc1ccccc1	4	4%	0.7	3%	-2%	0	i	1%
OC(c1ccc(Cl)c(F)c1)c1ncc(-c2cccc3ccccc23)[nH]1 (centres undefined)	0	4%	0.8	-27%	0%	-5	i	/
O=C(CSc1nnnn1-c1ccccc1)Nc1nc(-c2ccccc2)ns1	0	-5%	-1.5	-3%	-8%	10	i	1%
NCCOc1ccc(C2CCCCC2)cc1	1	11%	-1.6	1%	-12%	-10	i	-1%
CN=C(Nc1ccc(Cl)cc1)c1cccc(C(F)(F)F)c1	5	-5%	-0.7	5%	i	8	i	0%
Cc1cc(C)n(CCCNC(=O)C(C)(C)Oc2ccc(Cl)cc2)n1	-29	1%	-2.7	-6%	-23%	1	i	1%
NC1(C#Cc2ccc3oc(=O)c(-n4cc(-c5ccsc5)nn4)cc3c2)CCCCC1	0	?	2.5	4%	-19%	-5	i	3%
O=C(C1COc2ccccc2O1)N1CCN(S(=O)(=O)c2cc(F)ccc2F)CC1 (centres undefined)	4	14%	-0.2	-3%	-19%	3	i	-2%
Cc1noc(C)c1C(=O)N1CCC(Cc2ccccc2)CC1	55	8%	2.9	2%	i	1	i	0%
c1ccc2c(-c3nnc4n3CCCCC4)c[nH]c2c1	19	4%	0.8	17%	-1%[57.5 µM]	1	/	-1%
O=c1[nH]cc(COCC(F)CCl)c(=O)[nH]1 (centres undefined)	0	6%	-1.8	3%	i	-4	i	6%
Cc1cccn2cc(CNS(=O)(=O)c3cccc(F)c3)nc12	-17	11%	-0.6	4%	-15%	-5	i	3%
CN(CC(=O)Nc1sccc1C#N)Cc1ccccc1	-14	9%	-5.1	16%	i	2	i	-10%
COC(=O)c1ccc(-n2c(CCC(=O)O)ccc2-c2ccc(C)cc2)cc1	30	8%	1.7	-15%	-25%&-33%	-5&1	i	0%
COC(=O)c1sccc1-c1ccc(C(=O)Nc2cccc(Cl)c2)o1	-20	-8%	-0.8	-9%	-28%	-8	i	-14%
O=C(NCc1ccccc1Cl)c1cc([N+](=O)[O-])ccc1Cl	0	-7%	1.9	8%[57.1 µM]	-31%[inhibitor]	0	i	-3%
Cc1cc(Nc2ccc(O)cc2)n2c(nc3ccccc32)c1C#N	?	5%	-3.0	-14%	-12%	-3	i	0%
COc1ccccc1OCCNC(=O)c1ccc2c(c1)OCCO2	-18	9%	-0.2	-4%	-31%	-5	i	-1%
CC(NC(=O)CSC(=S)N(C)C)C12CC3CC(CC(C3)C1)C2 (centres undefined)	-3	5%	-0.8	-10%	-4%	-16	i	-1%
CSc1ccccc1NC(=O)c1ccncc1	6	-2%	-3.9	-1%	-2%	1	i	1%
CS(=O)(=O)c1ccc(C(=O)N(CCc2ccccc2)Cc2ccccc2)cc1	-13	7%	-2.2	-13%	5%	2	i	2%
CC(C)Oc1snc(Cl)c1C(N)=O	?	0%	-0.4	-8%[57.1 µM]	-13%[57.5 µM]	-6	i	0%
N#CC(C(=O)NCCc1ccccc1)c1nc2ccccc2nc1N1CCOCC1 (centres undefined)	-13	12%	-0.7	?	-21%[57.5 µM]	8	i	1%
COc1ccc(Nc2nc(N)nc(CSC(=S)N3CCN(c4ccccc4)CC3)n2)cc1	-13	7%	-0.5	-9%	-6%	3	i	0%
CCN(CCNC(=O)c1cccc(N2CCCC2=O)c1)c1ccccc1	15	4%	1.3	-1%	i	-1	i	-1%
Clc1cccc(-c2nn3c(Cn4cnc5ccccc54)nnc3s2)c1	29	4%	0.5	14%	i	-20	i	1%
C#CCNC(=O)C1=C[C@H](c2ccc(Br)cc2)[C@@H](CCCO)[C@H](OCC)O1	-21	7%	-1.8	-10%	-3%	-2	i	/
Cc1ccc(CNC(=O)COc2ccc(S(=O)(=O)N3CCOCC3)cc2)cc1	-22	4%	1.2	1%	0%	-3	i	1%

Carrying on.
SMILES	DRD3 antagonist	EPAC2 agonist	CCT modulator	EPAC2 antagonist	PTHR1 ag	D3 ag	Akt phos inh	Mm-Cpn inhibitor
Cc1ccc(CSc2nnc(SCC(=O)N/N=C/C=C/c3ccccc3[N+](=O)[O-])s2)cc1	-7	10%	-3.2	0%	-24%	1	i	0%
CC(C)C[C@H]1CN(CCCC[C@@H]2CNC(=O)C(=O)N2Cc2ccccc2)C(=O)C(=O)N1CCC1CCCCC1	12	-13%	1.3	-16%	-19%	2	i	/
COc1ccc(N(CC(=O)Nc2ccccc2OC)S(=O)(=O)c2ccc(NC(C)=O)cc2)cc1	-24	17%	-1.1	-12%	i	-15	i	3%
CNS(=O)(=O)c1ccc(C(=O)NCC(=O)NCCc2ccc3c(c2)OCCO3)cc1	-17	9%	-1.3	1%	-19%	-5	i	5%

Screening results deposited in PubChem BioAssay by National Center for Advancing Translational Sciences (NCATS).

Only part of the results is shown; the hit share may differ from the screen's.
